STEP inh – inhibitors of human striatal-enriched phosphatase STEP; P54829; recombinant STEP, OMFP fluorogenic substrate, fluorescence; inhibition, % at 20 µM; 0.25% of 360,000 active; AID 588621;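 active = inhibition at 20 µM, scaled per plate between control wells, above about 37%, limit read from the data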;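 note: 0% = DMSO with enzyme and substrate and 100% = substrate only without enzyme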
Target sequence (P54829 whole entry, looked up): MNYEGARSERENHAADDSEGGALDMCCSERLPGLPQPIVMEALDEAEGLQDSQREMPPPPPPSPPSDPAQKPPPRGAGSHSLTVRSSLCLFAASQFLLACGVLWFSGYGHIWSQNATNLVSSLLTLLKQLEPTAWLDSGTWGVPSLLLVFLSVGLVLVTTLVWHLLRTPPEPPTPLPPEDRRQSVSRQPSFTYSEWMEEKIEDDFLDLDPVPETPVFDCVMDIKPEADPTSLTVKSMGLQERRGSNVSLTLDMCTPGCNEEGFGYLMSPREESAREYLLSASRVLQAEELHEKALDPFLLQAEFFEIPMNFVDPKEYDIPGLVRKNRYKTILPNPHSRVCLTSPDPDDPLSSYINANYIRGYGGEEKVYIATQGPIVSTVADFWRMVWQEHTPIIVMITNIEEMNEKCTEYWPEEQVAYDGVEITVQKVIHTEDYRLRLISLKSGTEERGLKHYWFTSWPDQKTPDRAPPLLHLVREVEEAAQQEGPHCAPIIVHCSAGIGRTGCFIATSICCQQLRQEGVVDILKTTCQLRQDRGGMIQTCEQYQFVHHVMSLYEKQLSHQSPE
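Material: STEP (striatal-enriched tyrosine phosphatase) enzyme, cell-free | Medium: 50 mM Bis-Tris pH 6.0 with 2.5 mM DTT and 0.005% Tween 20 | Read-out: Percent inhibition scaled to no-enzyme and uninhibited-enzyme controls, plate-pattern corrected | Signal: Fluorescence read at 480 nm ex / 540 nm em | Times: 20 min reaction, room temperature, in the dark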
Scp-1 inhibitor – blocks human Scp-1 phosphatase activity; 0.88% of 340,000 active; inhibition, % at 20 µM; Recombinant Scp1, phosphopeptide, malachite green phosphate absorbance;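 active = inhibition above about 50% at 20 µM, limit read from the data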;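 note: plate controls were DMSO wells with enzyme for no effect and wells lacking enzyme for full effect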
Target sequence (Q9GZU7 76-261 limits assumed): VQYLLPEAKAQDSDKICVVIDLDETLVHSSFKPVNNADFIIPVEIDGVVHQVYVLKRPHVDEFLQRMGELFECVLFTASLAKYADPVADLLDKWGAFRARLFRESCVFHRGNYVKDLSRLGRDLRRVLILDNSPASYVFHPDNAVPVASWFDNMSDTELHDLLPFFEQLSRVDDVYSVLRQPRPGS
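Incubation: 45 min enzyme reaction at room temperature / System: truncated SCP-1 phosphatase (76-261aa) / Reagent: Phospho 17-mer peptide substrate / Buffer or medium: Acidic Tris acetate buffer with magnesium and detergent / Signal: absorbance at 630 nm / Doses: one concentration, 20 µM, with 1.0% DMSO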
DNMT1 inh – inhibitors of human DNMT1. DNMT1 molecular beacon, Hinp1I cleavage, fluorescence. P26358. 0.83% of 360,000 active. inhibition (reported as % activation of signal), % at 10 µM; in the data active = inhibition above about 50%
TbMetRS inhib – blocks T. brucei methionyl-tRNA synthetase activity. purified T. brucei MetRS, ATP depletion, Kinase-Glo luminescence. 0.4% of 360,000 active. inhibition, % at 11.9 µM;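 active = inhibition above a per-plate cutoff of the control wells' mean inhibition plus 3 SD, cut at about 5.5% in these data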;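 note: 0% = DMSO wells median and 100% = median of wells with control inhibitor compound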
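Test system – parasite MetRS enzyme · Reagent – substrates ATP, L-methionine and bulk Escherichia coli tRNA · Doses – 11.9 µM compound single dose, 0.9% DMSO · Times – 15 min enzyme-compound preincubation, 2 h reaction, 10 min detection, 25 °C · Signal – Kinase-Glo luminescence, ATP depletion format · Controls – DMSO-only wells as low control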
NadD block – blocks S. aureus nicotinate mononucleotide adenylyltransferase; purified NadD enzyme, colorimetric absorbance read-out; inhibition, % at 20 µM; 0.78% of 360,000 active; AID 602399; in the data active = inhibition above about 26%; note: some compounds past the cut are filed as inactive
Neddyl block – blocks human cullin neddylation; P61081+Q13564; TR-FRET cullin neddylation, biochemical; calls only at 25 µM; 0.58% of 360,000 active; in the data active = inhibition above about 36%
NRP1-CendR mod – NRP-1/CendR interaction modulation | 0.85% of 360,000 active | AID 602438 | FAM-RPARPAR peptide binding to NRP-1, fluorescence polarization | O14786 | inhibition, % at 25 µM;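 active = inhibition or corrected inhibition above about 18%, plus a signal ratio from 0.5 to 1.5, limit read from the data, passing the limit was not always enough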; note: strong numbers were not always called active
SUMO1-SIM PPI – modulators of human SUMO1-mediated protein-protein interactions; P63165; AID 602429; 0.33% of 360,000 active; inhibition, % at 20 µM; SUMO1 binding to a labelled peptide, TR-FRET, 1 h; in the data active = inhibition above about 37%
Target sequence (P63165 whole entry, looked up): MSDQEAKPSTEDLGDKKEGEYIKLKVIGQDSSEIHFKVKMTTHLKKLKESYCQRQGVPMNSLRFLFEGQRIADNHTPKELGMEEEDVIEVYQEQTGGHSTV
LMPTP inh – LMPTP (human) inhibition | P24666 | recombinant LMPTP-A, OMFP fluorogenic substrate, fluorescence intensity | inhibition, % at 20 µM | 0.22% of 360,000 active | AID 651560;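 active = compounds that cut the enzyme signal by at least half of the control window in the single-dose screen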;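 note: plate controls were DMSO wells with enzyme plus substrate for no effect and substrate without enzyme for full effect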
Target sequence (P24666 whole entry, looked up): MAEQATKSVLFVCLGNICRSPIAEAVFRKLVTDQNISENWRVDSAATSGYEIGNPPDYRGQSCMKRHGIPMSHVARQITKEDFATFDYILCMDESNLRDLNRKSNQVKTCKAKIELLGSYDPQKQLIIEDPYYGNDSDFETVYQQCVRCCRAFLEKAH
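Assay system: LMPTP-A enzyme. Input: 0.625 nM LMPTP-A final. Probe or stimulus: 400 µM OMFP. Compound dosing: single 20 µM dose. Schedule: 50 min dark incubation at room temperature. Detection: fluorescence intensity of OMFP turnover product. Read-out: percent inhibition versus substrate-only and uninhibited controls. Benchmarks: no-enzyme low control, uninhibited high control.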
SKN-1 inh – inhibitors of C. elegans SKN-1 | 0.49% of 360,000 active | C. elegans VP596 Pgst-4::GFP/RFP ratio, acrylamide-induced, 24 h | inhibition, % at 21.8 µM;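 active = interference check ratio from 0.5 to 1.5 plus GFP to RFP signal ratio inhibition reaching or exceeding a fixed threshold, cut at about 30% in these data, passing the limit was not always enough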; note: some compounds called inactive have numbers as strong as hits
Active calls of the source: *; i = inactive; . = not tested or not shown.

Results follow in this order: STEP inh, Scp-1 inhibitor, DNMT1 inh, TbMetRS inhib, NadD block, Neddyl block, NRP1-CendR mod, SUMO1-SIM PPI, LMPTP inh, SKN-1 inh
- COc1cccc(CNC(=O)c2cc(S(=O)(=O)N3CCOCC3)cn2C)c1
  -1.0, -3.0, -2.0, 0.1, -4.0, i, 3.4, -7.0, -1.1, -16.3
- O=C(CC1C(=O)NCCN1Cc1ccccn1)NCCc1ccccc1F (stereo unspecified)
  -2.4, -4.5, -3.4, -0.6, 0.4, i, -7.9, -1.6, -0.7, 1.4
- COc1cc(C2/C(=C(/O)c3ccccc3)C(=O)C(=O)N2c2ccccn2)ccc1O (stereo unspecified)
  -0.5, 5.4, -0.1, -0.1, 0.3, i, -4.0, -6.0, 0.4, -8.2
- Cc1cccc(C)c1NC(=O)CN(C)S(=O)(=O)c1ccc(-c2ccc(=O)[nH]n2)s1
  -0.5, 1.2, -2.1, -0.2, 7.7, i, -7.5, -7.8, 0.1, 6.6
- CC(=O)Oc1cccc(N2C(=O)C3C4C=CC(C4)C3C2=O)c1 (stereo unspecified)
  -1.9, 4.7, -1.8, -0.4, 1.5, i, -0.6, 11.1, -1.1, -17.8
- CCc1nc2ccc(C(=O)NCCNC(C)=O)cn2c1N(CC)CCOC
  -2.3, ., 0.3, 0.3, 2.3, i, 1.9, -4.9, 0.2, 6.9
- CC1NC(=O)c2cccnc2-n2c1nc1cc(F)c(F)cc1c2=O (stereo unspecified)
  -2.5, ., 2.5, -0.4, -2.4, i, -0.4, -4.0, -2.2, 1.3
- O=C1c2ccccc2C(=O)c2c1cccc2-n1nnc2ccccc21
  4.1, -9.5, 16.0, -0.8, 0.3, i, 5.8, -24.2, 0.0, -2.6
- Cc1ccc2nc(-c3ccc(Cl)cc3)c(CC3CCCCC3)n2c1
  -3.4, ., 4.9, -0.3, 1.7, i, -12.3, 8.0, 0.8, 12.3
- O=C(Nc1ccnn1C1CCN(Cc2ccc(CO)o2)CC1)c1ccc2c(c1)OCO2
  -0.4, -1.8, 0.0, -0.1, 0.0, i, 18.1, -4.8, 2.6, 2.7
- COc1ccccc1CN(C(=O)c1ccco1)C(C(=O)NC1CCCC1)c1ccncc1 (stereo unspecified)
  0.5, -6.4, -3.2, 0.2, 4.2, i, -17.3, -3.5, 0.2, 18.2
- COc1ccc(OC)c(NC(=O)Nc2cc(NC(=O)Nc3cc(OC)ccc3OC)c(C)nc2C)c1
  -2.0, -1.0, 36.5, 0.0, 2.4, i, -5.5, 3.8, 3.2, 7.2
- COc1ccc(C(=O)Nc2ccnn2C2CCN(Cc3cccnc3)CC2)cc1
  -3.6, -11.0, 0.9, -0.1, -1.9, i, 6.3, 3.6, -1.2, 17.7
- O=C(Nc1nc(-c2cccc([N+](=O)[O-])c2)cs1)C(c1ccccc1)c1ccccc1
  3.3, -15.0, -5.5, -0.9, 12.0, i, -16.9, -2.5, 3.9, 25.9
- CO/N=C/C(NC(=O)c1ccc(C(F)(F)F)cc1)C(=O)OC (stereo unspecified)
  -2.9, -0.7, -0.9, -0.4, -3.3, i, 7.6, -2.5, -1.4, 1.8
- COc1cccc(COC(=O)C(Cc2ccccc2)NC(=O)c2ccco2)c1 (stereo unspecified)
  -1.0, ., -1.3, -0.3, -4.8, i, -14.9, -1.4, 1.2, 9.8
- O=C1c2ccccc2C(=O)N1Cc1cccnc1
  3.1, -2.9, 4.0, 0.4, -3.2, i, 7.4, -1.5, 0.8, -0.2
- NS(=O)(=O)c1ccc(C(=O)O)cc1
  1.0, -0.7, 0.6, -0.4, 2.9, i, 3.4, 2.1, -1.0, 6.3
- COc1cc(C(=O)N2CCC(c3nc(-c4cccnc4)no3)CC2)cc(OC)c1OC
  0.5, -0.3, 0.2, -0.7, 1.9, i, -8.7, 0.5, -0.7, 0.5
- Cc1nc2ccc(S(=O)(=O)NCC(=O)NCc3ccc4c(c3)OCO4)cc2s1
  3.1, -4.2, -0.6, -0.7, -3.2, i, 1.4, 0.7, -0.4, -3.7
- C=CCn1c(CNS(=O)(=O)c2ccc(Br)cc2)nnc1SC
  -1.3, 1.0, 3.5, -0.1, 0.0, i, -9.6, -0.3, 0.3, -1.4
- CC(C)CCNC(=O)[C@H](CSCc1ccccc1)N1Cc2ccccc2C1=O
  2.8, -18.2, 2.1, -0.8, 1.0, i, 5.4, 0.3, 0.4, -11.0
- CCn1ncc(Br)c1C(=O)Nc1cc(C)ccc1F
  1.5, -6.9, 7.0, -0.2, -2.3, i, -7.9, 1.8, -1.3, -12.0
- O=C1c2cccnc2-c2ncccc21
  4.2, 7.1, 0.5, 0.4, -7.1, i, 15.8, -32.9, -0.8, 4.2
- CCOc1ncccc1C(=O)N(C)CC(=O)Nc1ccc(C)cc1
  -0.5, -2.7, 4.8, 0.2, -8.7, i, -1.5, 1.3, 0.1, 4.3
- CC(C(=O)Nc1ccc2c(c1)OCO2)c1ccc([N+](=O)[O-])cc1 (stereo unspecified)
  -2.0, -5.1, 3.3, -0.3, -2.8, i, 24.5, -12.8, 0.3, -0.8
- Cc1cccc(NC(=O)Nc2ccc3c(c2)OCO3)n1
  -0.4, -3.9, -2.5, -0.9, 7.9, i, 6.8, 3.6, -0.6, 3.4
- CC(C)CCn1nnnc1C(C(C)C)N1CCC(C(N)=O)CC1 (stereo unspecified)
  -2.0, -0.3, -2.4, -0.4, -2.1, i, -3.5, 0.9, 1.3, 5.0
- COc1ccc2c(c1)-c1nc(N)sc1CC2
  2.1, -1.4, -13.9, -0.4, 0.2, i, -3.7, -0.8, 2.7, 11.5
- Cc1nc(S/C(=C/c2ccc(-c3cc(Cl)ccc3C)o2)C(=O)O)n[nH]1
  2.7, 17.4, -1.9, 0.4, 18.8, i, -2.5, 69.0*, 3.0, 16.6
- CCOC(=O)C1=C(c2ccccc2)N=c2sc(=Cc3cc(OC)c(OC)c(OC)c3)c(=O)n2C1c1cccs1 (stereo unspecified)
  1.7, ., -1.8, -0.2, 1.9, i, -25.1, -1.4, 0.3, -6.4
- Cc1cc(NC(=O)CCC(=O)N(c2cccc(F)c2)C(C(=O)NC2CCCC2)c2ccccc2)no1 (stereo unspecified)
  -1.5, 1.8, 0.3, -0.4, -6.6, i, 25.6*, 3.4, -0.8, 3.1
- Fc1ccc(CSc2nnc3ccc(-c4ccncc4)nn23)cc1
  -5.5, -9.0, 1.6, -0.8, -7.9, i, 5.6, -3.3, -1.3, -7.8
- Cc1ccc(S(=O)(=O)n2nc(OC(=O)c3ccco3)cc2N)cc1
  -2.0, -3.4, 0.8, 0.3, 0.2, i, 1.2, 0.8, -0.7, -4.4
- O=C1CC(N2CCOCC2)C(=O)N1CCN1C(=O)CC(N2CCOCC2)C1=O (stereo unspecified)
  -4.0, -3.1, 7.4, -0.1, 1.8, i, 5.1, 0.6, -2.6, -10.4
- Cc1cccc(NC(=S)N2CCC(C(=O)c3ccc(F)cc3)CC2)c1C
  2.4, 2.1, -0.7, -0.5, -0.9, i, 2.1, 3.1, 0.9, 4.4
- COc1ccc(S(=O)(=O)N2CCNC(=O)CC2)cc1
  -0.9, -6.5, 2.0, -0.1, 4.2, i, -1.2, 2.5, -0.5, 14.0
- COc1ccc2cc(C3C(C#N)=C(N)OC(C)=C3C(C)=O)c(Cl)nc2c1 (stereo unspecified)
  -0.9, -3.3, -2.3, 0.6, 0.3, i, 6.1, -6.7, -8.8, -3.1
- CCN(CC)S(=O)(=O)c1ccc(C(=O)Oc2coc(CSc3nc(C)cc(C)n3)cc2=O)cc1
  -2.5, 8.0, 8.1, 0.2, 3.8, i, 8.2, -1.9, 0.2, 2.6
- OCCC1CN(Cc2cnc(-c3ccc(Cl)cc3)nc2)CCN1C1CCCC1 (stereo unspecified)
  -1.5, -9.0, 1.1, 0.3, -3.2, i, -5.5, -6.4, -1.1, -1.1

Profiles, quoted from the list. Values in the order: STEP inh | Scp-1 inhibitor | DNMT1 inh | TbMetRS inhib | NadD block | Neddyl block | NRP1-CendR mod | SUMO1-SIM PPI | LMPTP inh | SKN-1 inh
Cc1nc(S/C(=C/c2ccc(-c3cc(Cl)ccc3C)o2)C(=O)O)n[nH]1 is listed with 2.7 | 17.4 | -1.9 | 0.4 | 18.8 | i | -2.5 | 69.0* | 3.0 | 16.6
COc1ccc(C(=O)Nc2ccnn2C2CCN(Cc3cccnc3)CC2)cc1 is listed with -3.6 | -11.0 | 0.9 | -0.1 | -1.9 | i | 6.3 | 3.6 | -1.2 | 17.7
COc1cc(C(=O)N2CCC(c3nc(-c4cccnc4)no3)CC2)cc(OC)c1OC is listed with 0.5 | -0.3 | 0.2 | -0.7 | 1.9 | i | -8.7 | 0.5 | -0.7 | 0.5

Continuation.
Results follow in this order: STEP inh, Scp-1 inhibitor, DNMT1 inh, TbMetRS inhib, NadD block, Neddyl block, NRP1-CendR mod, SUMO1-SIM PPI, LMPTP inh, SKN-1 inh
- CCc1sc(C(=O)Nc2ncccc2C)cc1C
  -1.3, -2.8, -0.6, -0.2, 0.8, i, 16.2, -1.8, -0.8, -2.5
- CCOC(=O)N1CCN(CCC(=O)Nc2ccc(OC)cc2OC)CC1
  0.3, 0.2, -4.5, -0.9, 2.0, i, 5.4, -7.8, -1.0, 0.9
- O=C(Nc1ccccc1)c1cccc(N2C(=O)CCC2=O)c1
  -0.2, -8.5, -0.8, -1.4, 2.0, i, 7.7, 1.1, -0.4, -7.2
- Cc1ccn2cc(CCNS(=O)(=O)c3ccc4c(c3)CCCC4)nc2c1
  4.4, -1.2, 4.0, 0.0, -1.4, i, -6.6, -3.0, -1.2, -8.1
- O=C(CCS(=O)(=O)c1ccccc1F)Nc1ccc(N2CCN(Cc3ccccc3)CC2)cc1
  1.3, 3.5, -2.3, -0.2, 2.4, i, 6.8, 3.8, 1.7, 15.5
- C=C(C)CN(CC)C(=O)CC1C(=O)NCCN1CC(C)(C)C (stereo unspecified)
  -2.9, -2.7, -3.0, -0.5, 2.1, i, 0.1, 2.2, -0.9, 4.1
- CCOC(=O)CN(C(=O)CN1CCC(n2nnc3cc(C)ccc32)CC1)c1ccccc1
  1.7, -7.6, -3.5, -1.0, 0.6, i, 8.9, -3.5, 0.0, -24.1
- Cc1ccc(-c2c(C(=O)NCc3ccccc3)oc(=O)c3ccccc23)cc1
  -3.5, -9.4, 0.1, 0.3, -7.3, i, -4.4, -11.5, 0.3, 9.0
- CC(=O)NNc1ncnc2c1cnn2-c1ccc(C)cc1
  -3.0, -11.6, -1.1, 0.0, -2.4, i, -11.8, -0.4, -0.8, 2.8
